Compound activity (PubChem BioAssay)
FBPA Giardia inh: Giardia lamblia aldolase inhibition; 0.71% of 290,000 active; purified Giardia FBPA; Potency, µM (top dose mostly 59.6 µM), without a hit: at the top dose activity, negative = inhibition, hits mostly inhibitors; A8B2U2; further: potency means the concentration at half of the fitted maximal effect; nearly all actives have a fitted effect of over 55% in size
Target sequence (A8B2U2 whole entry, looked up): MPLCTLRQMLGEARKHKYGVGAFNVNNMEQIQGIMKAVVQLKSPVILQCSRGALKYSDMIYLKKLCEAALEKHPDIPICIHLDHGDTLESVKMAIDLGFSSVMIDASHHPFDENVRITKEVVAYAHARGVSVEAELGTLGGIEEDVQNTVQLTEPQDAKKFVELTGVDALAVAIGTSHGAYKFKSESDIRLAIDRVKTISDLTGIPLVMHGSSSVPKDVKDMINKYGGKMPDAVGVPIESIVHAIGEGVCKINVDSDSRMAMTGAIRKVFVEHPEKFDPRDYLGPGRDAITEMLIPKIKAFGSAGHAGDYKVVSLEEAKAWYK
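Giardia FBPA (40 nM reagent) was preincubated 10 min at RT with compound (up to 57.5 uM final), then substrate plus GAPDH/TPI/NAD/arsenate coupling system with diaphorase/resazurin was added; resorufin fluorescence (525/598 nm) was read after 20 min.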
HCMV antiviral: human cytomegalovirus inhibition. HFF cells, HCMV-luciferase reporter, 72 h; stronger effect = lower value. activity change, negative = inhibition, % at 57.5 µM. 4.5% of 410,000 active; in the data active means activity change below about -60%; inconclusive means no clear call, values can overlap the other calls; inactive means above about -39%
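HFF cells seeded 16 h at 37C, treated with compounds, infected with luciferase-reporter HCMV at MOI 1 PFU/cell; luciferase read at 72 h post infection, normalized to buffer-only and Salinomycin controls.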
AmpC inh detg: AmpC beta-lactamase inhibition with detergent present. P00811. AmpC hydrolysis of nitrocefin, absorbance 480 nm, 0.01% Triton. Potency, µM (doses to about 114 µM), inactives show at the highest dose activity change, negative = inhibition, hits mostly inhibitors. 0.041% of 370,000 active. AID 485294;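 further: potency means the concentration at half of the fitted maximal effect; 0% = no-compound wells and -100% = no-enzyme wells; nearly all actives have a fitted effect of over 25% in size; some results filed as inactive show a strong effect at the top dose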
Target sequence (P00811 whole entry, looked up): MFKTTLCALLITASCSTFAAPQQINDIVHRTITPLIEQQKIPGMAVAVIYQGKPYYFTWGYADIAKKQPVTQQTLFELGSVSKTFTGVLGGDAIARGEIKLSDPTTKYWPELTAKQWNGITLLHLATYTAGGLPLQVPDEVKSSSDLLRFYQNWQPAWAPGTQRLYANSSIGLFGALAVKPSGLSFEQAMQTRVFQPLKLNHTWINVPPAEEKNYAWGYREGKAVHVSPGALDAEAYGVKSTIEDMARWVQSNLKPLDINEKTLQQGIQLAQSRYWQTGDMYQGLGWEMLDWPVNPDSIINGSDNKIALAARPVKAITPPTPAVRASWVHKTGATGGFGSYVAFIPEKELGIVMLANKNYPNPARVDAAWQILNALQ
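AmpC (5.3 nM in the dispensed reagent) in 20 mM phosphate pH 7.0 with 0.01% (detergent screen) or 0.0001% Triton X-100 was preincubated with compounds for 15 min at room temperature. Nitrocefin was then added from an 800 uM solution, and hydrolysis was followed at 480 nm.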
HCV inh: inhibitors of hepatitis C virus infection | 3.4% of 340,000 active | Potency, µM (series often up to 41.8 µM), for inactives: at the top dose activity change, negative = inhibition, usual class: inhibitors | Huh7.5.1 HCVcc-Cre infection, luciferase reporter, 44 h; further: potency means the concentration at half of the fitted maximal effect
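Cells (1,000/well) were plated 4 h before compound, then infected with HCVcc-Cre virus (~0.5 moi). After 44 h further culture, infection was read as luciferase luminescence following a 15 min substrate incubation at room temperature.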
Sm TGR inh: inhibitors of Schistosoma mansoni thioredoxin glutathione reductase | Q962Y6 | Potency, µM (series often up to 114 µM), for the others: at the top dose activity change, negative = inhibition, actives largely listed as inhibitors | 3% of 360,000 active | purified TGR, DTNB reduction, TNB absorbance 405 nm; further: potency means the concentration at half of the fitted maximal effect; nearly all actives have a fitted effect of over 60% in size
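TGR 20 nM + NADPH 100 uM (dispensed conc.), cpd preinc 15 min RT; start with NADPH (500 uM addition) then DTNB (15 mM addition). Kinetic TNB absorbance, 405 nm filter. Four-parameter Hill fit across titration.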
AmpC inh no detg: inhibitors of E. coli AmpC beta-lactamase without detergent; P00811; AmpC nitrocefin hydrolysis, absorbance 480 nm, 0.0001% Triton; Potency, µM (series often up to 57.1 µM), for the others: at the top dose activity change, negative = inhibition, hits mostly inhibitors; 0.52% of 330,000 active;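 further: potency means the concentration at half of the fitted maximal effect; plate controls were no compound for no effect and no enzyme for full effect; nearly all actives have a fitted effect of over 20% in size; some results filed as inactive show a strong effect at the top dose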
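AmpC (5.3 nM in the dispensed reagent) in 20 mM phosphate pH 7.0 with 0.01% (detergent screen) or 0.0001% Triton X-100 was preincubated with compounds for 15 min at room temperature. Nitrocefin was then added from an 800 uM solution, and hydrolysis was followed at 480 nm.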
* hit, by the source's call; ? = inconclusive; / = not tested or not shown; [ ] = another dose, or the depositor's remark. Unless noted, the call rests on the fitted dose curve; in most records, active means well fitted curve in the direction sought with a large enough effect; inconclusive means small, poorly fitted or top-dose-only effect, or another doubt; inactive means no such curve, though single readings can be large; an effect the other way counts as inactive or inconclusive. Unless noted, on the % scale 0 is the no-effect control and ±100 the full control effect. Compounds were not picked by outcome; about 9.9% have a hit in one of these screens.

SMILES	FBPA Giardia inh	HCMV antiviral	AmpC inh detg	HCV inh	Sm TGR inh	AmpC inh no detg
COc1cccc2cc(C(=O)NCc3ccc(C)cc3)c(=O)oc12	1.5%	/	1.7%	20.0%	1.9%	-3.0%
COc1ccc(OC)c(C(C)NC(=O)c2ccco2)c1 (stereo unspecified)	1.0%	-13.8	-21.3%	-33.6%	3.4%	-2.3%
CCc1ccc(NC(=O)Cn2c(=O)oc3cc(S(=O)(=O)NCc4ccccc4)ccc32)cc1	/	-25.9	-4.3%	/	-0.6%	/
CC1CC1C(=O)OCC(=O)NNC(=O)c1ccc([N+](=O)[O-])cc1 (stereo unspecified)	/	-4.0	-11.9%	15.7%	-6.5%	-17.9%
Cn1c(CC(=O)Nc2ccc(Cl)c(Cl)c2)nnc1SCC(=O)N1CCN(c2ccccc2)CC1	9.1%	-20.6	5.0%	?	-18.4%	117.5%[activator]
COc1ccc(C(=O)Nc2ccc(Cl)cc2C(=O)N2CCOCC2)cc1	/	51.4	6.4%	7.4%	-13.3%	-0.6%
Cc1ccc(S(=O)(=O)CCC(=O)N(C)C2CCCCC2)cc1	-3.9%	27.3	0.1%	/	-3.9%	-4.5%
COc1ccc(OC)c(NC(=O)CCc2nnc3ccc(N4CCC(C)CC4)nn23)c1	13.7%	-36.6	4.1%	-13.1%	-25.6%	154.7%[activator]
CCc1cc2cccc(C)c2nc1SCC(=O)Nc1cc(C)on1	1.2%	-29.7	-5.0%	8.4%	-10.6%	-36.3%
CCOc1ccc(Cn2c(=O)sc3ccccc32)cc1OC	-0.7%	?	-9.6%	10µM*	8.9%	38.6%
Cc1ccc(/C=C2\NC(=S)NC2=O)cc1[N+](=O)[O-]	5.6%	-21.6	-7.6%	-0.9%	1.4%	-28.6%
COc1cc(C(=O)NCCCOC(C)C)ccc1OC1CCN(C(C)=O)CC1	5.4%	36.6	?	-0.7%	3.1%	-0.6%
COc1ccc(CC(=O)NCc2ccc3c(c2)cc(C)n3C)cc1	-1.1%	55.8	-8.9%	-10.2%	-1.8%	-8.9%
COc1cccc(OC)c1C(=O)Nc1ccc(CN2CCCCC2)cc1	-0.1%	62.3	-1.3%	8.6%	3.8%	-12.1%
CCN(C[C@H]1N[C@@](Cc2ccccc2)(C(=O)OC)[C@H]2C(=O)N(Cc3ccccc3)C(=O)[C@@H]12)C(=O)NC(C)C	/	-0.8	/	15.7%	/	185.6%[activator]
CCOc1ccc(N(CC)S(=O)(=O)N2CCCC(C(=O)Nc3ccc(C(C)=O)cc3)C2)cc1 (stereo unspecified)	/	11.4	18.1%	/	8.1%	/
CC(C)Cn1c(=O)c2ccccc2n2c(CCC(=O)NC(C)c3ccccc3)nnc12 (stereo unspecified)	/	?	28.4%	/	4.8%	/
CCn1cc(S(=O)(=O)c2ccc(C)cc2)c(=O)c2cc(F)c(N3CCCCCC3)cc21	/	10.6	10.1%	/	5.3%	/
CS(=O)(=O)N(CC(N)=O)c1cccc(Br)c1	-1.5%	11.7	-5.2%	?	2.0%	-9.5%
CN(C(=O)COC(=O)c1ccc(Cl)s1)C1(C#N)CCCCC1	/	-21.1	-2.8%	17.9%	1.2%	-6.4%
COc1ccccc1CCC(=O)N(C)C1CCCN(Cc2ccccc2F)C1 (stereo unspecified)	2.7%	-7.0	?	-26.4%	7.1%	58.3%
CC(=O)ON1C(C)(C)Cc2noc(N)c2C1(C)C	5.7%	-21.3	?	-5.8%	-6.9%	-15.0%
CCc1ccccc1NC(=S)N(CCN(C)C)C(C)c1ccccn1 (stereo unspecified)	5.7%	7.6	-0.1%	22.4µM*	-2.8%	-6.8%
Cc1cc(C)nc(NS(=O)(=O)c2ccc(NC(=O)c3cc4c(=O)n5cccc(C)c5nc4n3C)cc2)n1	?	/	0.8%	-19.0%	0.1%	24.4%
CCCCNC(=O)NS(=O)(=O)c1ccc(C)cc1	-10.8%	-15.0	-14.8%	11.0%[8.37 µM]	-2.7%	-12.6%

Retrieved by compound from the list above, two records:
SMILES	FBPA Giardia inh	HCMV antiviral	AmpC inh detg	HCV inh	Sm TGR inh	AmpC inh no detg
COc1cccc2cc(C(=O)NCc3ccc(C)cc3)c(=O)oc12	1.5%	/	1.7%	20.0%	1.9%	-3.0%
COc1ccc(OC)c(C(C)NC(=O)c2ccco2)c1 (stereo unspecified)	1.0%	-13.8	-21.3%	-33.6%	3.4%	-2.3%

Next part:
SMILES	FBPA Giardia inh	HCMV antiviral	AmpC inh detg	HCV inh	Sm TGR inh	AmpC inh no detg
COC(=O)c1ccccc1NC(=O)C(C)n1nc(C)c2c(C)n(-c3ccccc3)nc2c1=O (stereo unspecified)	/	?	?	-16.4%	4.2%	-2.6%
CC(=O)C1=C(O)CC(C)(C)CC1=NCCc1nc2ccccc2[nH]1	3.7%	-18.8	2.8%	-4.9%	6.1%	-16.1%
O=C(Nc1ccc2oc(-c3cccnc3)nc2c1)c1ccc(Br)o1	-25.0%	3.9	0.5%	-1.4%	28.2µM*	-12.0%
C=CCOc1ccc2nnc(C)n2n1	0.1%	8.6	?	5.9%	-0.5%	-15.9%
CCCN1CCN(C(=O)CCNC(=O)Cn2cnc3ccccc3c2=O)CC1	0.4%	-11.3	?	1.6%	7.9%	-13.1%
O=S(=O)(c1ccccc1)c1nc(-c2cccs2)oc1SCc1ccc(F)cc1	/	15.4	2.3%	/	-11.2%	/
CCOC(=O)c1cnn(-c2nc(-c3ccccc3)nc3c2COC(C)(C)C3)c1N	0.0%	-17.5	3.6%	20.1%	4.8%	-9.8%
CCN(CC)S(=O)(=O)c1ccc2c(c1)nc(CN(C)C(=O)Nc1ccc(C)c(Cl)c1)n2C	/	11.6	-0.3%	/	-1.3%	/
COc1ccc(CNC(=O)COC(=O)c2ccc(C)c(S(=O)(=O)N3CCOCC3)c2)cc1	/	-36.7	/	2.5%	/	18.8%
COCCCN1C(=O)c2ccc(C(=O)Nc3ccc(OC)cc3OC)cc2C1=O	4.0%	23.6	-9.3%	-6.3%	-21.6%	-12.8%
O=C(COCc1cc(-c2ccc3c(c2)OCO3)on1)NCc1ccccc1Cl	/	8.6	2.6%	/	1.6%	/
COc1cc(CC(=O)Nc2nc(C)cs2)cc(OC)c1OC	0.5%	11.7	-10.1%	-15.9%	10.2%	-26.1%
O=C(/C=C/c1ccc(Cl)cc1)Nc1nc(-c2cccs2)ns1	/	-15.9	-0.9%	/	-3.9%	/
O=C(CCCn1c(SCC(=O)c2ccc(F)cc2)nc2ccccc2c1=O)NCc1ccccc1	6.5%	-29.2	?	-5.1%	-29.5%	-32.3%
O=C(CCc1c[nH]c2ccccc12)NCc1ccncc1	11.1%	-29.7	?	-19.9%	-29.1%	-0.6%

Entries above with a halogen, in the order listed:
SMILES	FBPA Giardia inh	HCMV antiviral	AmpC inh detg	HCV inh	Sm TGR inh	AmpC inh no detg
Cn1c(CC(=O)Nc2ccc(Cl)c(Cl)c2)nnc1SCC(=O)N1CCN(c2ccccc2)CC1	9.1%	-20.6	5.0%	?	-18.4%	117.5%[activator]
COc1ccc(C(=O)Nc2ccc(Cl)cc2C(=O)N2CCOCC2)cc1	/	51.4	6.4%	7.4%	-13.3%	-0.6%
CCn1cc(S(=O)(=O)c2ccc(C)cc2)c(=O)c2cc(F)c(N3CCCCCC3)cc21	/	10.6	10.1%	/	5.3%	/
CS(=O)(=O)N(CC(N)=O)c1cccc(Br)c1	-1.5%	11.7	-5.2%	?	2.0%	-9.5%
CN(C(=O)COC(=O)c1ccc(Cl)s1)C1(C#N)CCCCC1	/	-21.1	-2.8%	17.9%	1.2%	-6.4%
COc1ccccc1CCC(=O)N(C)C1CCCN(Cc2ccccc2F)C1 (stereo unspecified)	2.7%	-7.0	?	-26.4%	7.1%	58.3%
O=C(Nc1ccc2oc(-c3cccnc3)nc2c1)c1ccc(Br)o1	-25.0%	3.9	0.5%	-1.4%	28.2µM*	-12.0%
O=S(=O)(c1ccccc1)c1nc(-c2cccs2)oc1SCc1ccc(F)cc1	/	15.4	2.3%	/	-11.2%	/
CCN(CC)S(=O)(=O)c1ccc2c(c1)nc(CN(C)C(=O)Nc1ccc(C)c(Cl)c1)n2C	/	11.6	-0.3%	/	-1.3%	/
O=C(COCc1cc(-c2ccc3c(c2)OCO3)on1)NCc1ccccc1Cl	/	8.6	2.6%	/	1.6%	/
O=C(/C=C/c1ccc(Cl)cc1)Nc1nc(-c2cccs2)ns1	/	-15.9	-0.9%	/	-3.9%	/
O=C(CCCn1c(SCC(=O)c2ccc(F)cc2)nc2ccccc2c1=O)NCc1ccccc1	6.5%	-29.2	?	-5.1%	-29.5%	-32.3%
